Assay outcomes: PubChem BioAssay, National Center for Advancing Translational Sciences (NCATS)
FUS yeast rescue – FUS proteinopathy suppression in yeast; S. cerevisiae FUS-expressing, growth rescue, OD600, 24 h; AID 1347120; Potency, µM (highest dose often 76.6 µM), for inactives: at the top dose growth rescue (activation), hits mostly activators; 390,000 compounds, 0.24% hits;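 also: plate controls were DMSO vehicle for no effect and reference control for full effect; nearly all actives have a fitted effect of over 55% in size; some results filed as inactive show a strong effect at the top dose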
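FUS-expressing yeast, raffinose-pregrown, induced in 2% galactose minimal medium at OD 0.005; compounds in a dilution series, 24hr at 30C. Growth restoration read as absorbance at 600 nm. CP55940 positive control, DMSO negative.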
PTHR1 agonist – agonists of human PTHR1 parathyroid hormone receptor; Q03431; HEK293 GP2 PTHR1 cells, GloSensor cAMP luminescence, 1 h; Potency, µM (highest dose often 115 µM), for the others: at the top dose activation, usual class: activators; 410,000 compounds, 0.075% hits; AID 743266; also: nearly all actives have a fitted effect of over 55% in size; some results filed as inactive show a strong effect at the top dose; inactives centre near -15; many of its hits are not listed in these tables
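HEK-293-derived GP2 cells expressing PTHR1 and a GloSensor cAMP reporter, 3,000/well, plated overnight, given luciferin plus IBMX (each 0.5 mM as added) for 1 h at 37 °C, then compound for 1 h at 37 °C. Luminescence was read after 15 min at room temperature.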
EPAC1 ag – EPAC1 (human) agonism; AID 720707; 360,000 compounds, 0.073% hits; O95398; EPAC1 agonist qHTS, biochemical assay; response scale: 100% = response to 6.5 mM cAMP; Potency, µM (highest dose often 154 µM), without a hit: at the top dose activation, actives largely listed as activators; also: nearly all actives have a fitted effect of over 60% in size
Target sequence (O95398 whole entry, looked up): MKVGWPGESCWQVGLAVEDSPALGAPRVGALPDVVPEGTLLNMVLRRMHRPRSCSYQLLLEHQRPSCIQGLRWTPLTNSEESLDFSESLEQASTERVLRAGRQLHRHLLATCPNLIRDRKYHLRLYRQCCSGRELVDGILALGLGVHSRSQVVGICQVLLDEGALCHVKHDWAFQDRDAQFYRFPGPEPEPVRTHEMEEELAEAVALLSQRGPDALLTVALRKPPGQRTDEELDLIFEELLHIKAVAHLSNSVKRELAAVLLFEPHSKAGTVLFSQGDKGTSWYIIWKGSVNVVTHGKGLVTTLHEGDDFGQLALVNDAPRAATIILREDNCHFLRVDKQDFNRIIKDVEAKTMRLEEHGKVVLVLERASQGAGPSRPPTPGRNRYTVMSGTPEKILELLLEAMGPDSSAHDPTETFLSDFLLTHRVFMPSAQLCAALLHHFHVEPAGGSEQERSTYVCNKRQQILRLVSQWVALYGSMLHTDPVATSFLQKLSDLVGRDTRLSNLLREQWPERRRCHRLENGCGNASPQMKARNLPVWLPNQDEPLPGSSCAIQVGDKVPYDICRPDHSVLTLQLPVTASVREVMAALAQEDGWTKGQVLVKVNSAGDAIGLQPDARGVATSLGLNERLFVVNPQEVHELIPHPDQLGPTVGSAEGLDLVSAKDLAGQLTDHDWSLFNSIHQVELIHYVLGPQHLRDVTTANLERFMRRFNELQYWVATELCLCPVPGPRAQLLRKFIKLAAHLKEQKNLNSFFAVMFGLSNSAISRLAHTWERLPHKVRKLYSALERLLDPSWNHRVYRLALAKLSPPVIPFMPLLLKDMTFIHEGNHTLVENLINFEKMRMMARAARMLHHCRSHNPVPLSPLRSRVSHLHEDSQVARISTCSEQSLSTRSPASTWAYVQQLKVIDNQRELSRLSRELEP
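Normalized to 6.5 mM cAMP, activity reflects EPAC1-catalysed release of BODIPY-GDP from Rap1B, followed kinetically over 30 min at 480 nm excitation, 540 nm emission. Reaction contained 100 nM EPAC1, 250 nM Rap1B-BODIPY-GDP, 50 uM GDP.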
TDP-43 yeast inh – rescues yeast growth from TDP-43 toxicity; TDP-43 expressing yeast growth rescue, BacTiter-Glo, 24 h; Potency, µM (highest dose often 46.1 µM), inactives show at the highest dose growth rescue (activation), hits mostly activators; 410,000 compounds, 1.8% hits; also: % of control where 0% means no effect; nearly all actives have a fitted effect of over 50% in size
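In this qHTS, compounds that restore growth of yeast expressing TDP-43 appear as activators. Cells (OD600=0.02, galactose medium, raffinose-pregrown) are incubated with compound 24 hr at 30 deg C and growth is quantified by BacTiter-Glo.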
EPAC1 antagonist – antagonists of human EPAC1; O95398; EPAC1 GEF assay, Rap1b-BODIPY-GDP exchange fluorescence; 360,000 compounds, 0.14% hits; Potency, µM (series often up to 115 µM), without a hit: top-dose activity change, negative = inhibition, usual class: inhibitors;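 also: plate controls were vehicle for no effect and positive control for full effect; nearly all actives have a fitted effect of over 50% in size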
EPAC2 agonist – agonists of human EPAC2 (RAPGEF4) | Q8WZA2 | EPAC2 activation, biochemical qHTS; response scale: 100% = 6.5 mM cAMP response | Potency, µM (top dose mostly 154 µM), inactives show at the highest dose activation, actives largely listed as activators | 360,000 compounds, 0.079% hits | AID 720711; also: nearly all actives have a fitted effect of over 50% in size
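Each well held 100 nM EPAC2, 250 nM RAP1B-BODIPY-GDP and 50 uM GDP. Fluorescence, read at 5-min intervals to 30 min, was referenced to a 6.5 mM cAMP positive control.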
EPAC2 antag – EPAC2 (human) antagonism. EPAC2 GEF exchange of Rap1B-BODIPY-GDP, fluorescence. Potency, µM (doses to about 114 µM), without a hit: at the highest dose activity, negative = inhibition, usual class: inhibitors. 360,000 compounds, 0.18% hits; also: % is scaled to controls: 0 for no effect and ±100 for the full control effect; nearly all actives have a fitted effect of over 45% in size; many of its hits are not listed in these tables
aSyn yeast inh – inhibitors of alpha-synuclein toxicity in yeast; Yeast expressing alpha-synuclein, growth rescue, BacTiter-Glo, 24 h; Potency, µM (doses to about 46.1 µM), for inactives: at the highest dose growth rescue (activation), actives largely listed as activators; 370,000 compounds, 0.14% hits; AID 652106; also: % of control where 0% means no effect; nearly all actives have a fitted effect of over 65% in size
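Readout is rescue of growth in alpha-synuclein-expressing yeast, so inhibitors of toxicity appear as activators. Growth after 24 hr at 30 deg C in galactose medium is quantified by luminescence.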
An asterisk follows results filed as active; i = inactive; ? = inconclusive; / = no result given; [ ] = another dose, or the depositor's remark. Calls follow the shape of the dose curve; as a rule, active = well fitted curve in the direction sought with a large enough effect; inconclusive = small, poorly fitted or top-dose-only effect, or another doubt; inactive = no such curve, though single readings can be large; an effect the other way counts as inactive or inconclusive. Potency is read from the fitted curve at half-maximal effect.

item	SMILES	FUS yeast rescue	PTHR1 agonist	EPAC1 ag	TDP-43 yeast inh
1	COc1cc(OC)nc(Nc2nc(C(C)N)cs2)n1 (configuration not stated)	-16%	0%	-5%	20%
2	CCc1ccc(Cc2cnc(NC(=O)C3=NCCN3)s2)cc1	9%	-7%	9%	-3%
3	COc1cc2c(cc1OC)C1=C(C#N)CCC(=NC(=O)c3ccc(Cl)cc3)N1CC2	-2%	-2%[57.5 µM]	-11%	20%
4	Cc1cc(NC(=O)COC(=O)C2CCN(S(=O)(=O)c3cccc(Cl)c3Cl)CC2)no1	-11%	i	-1%	3%
5	CCCOc1ccc(C(=O)NCC2OCCc3ccccc32)cc1 (configuration not stated)	-8%	-13%	/	?
6	C[C@@H]1CN([C@@H](C)CO)C(=O)CCCn2nncc2CO[C@H]1CN(C)S(=O)(=O)c1cccc(C#N)c1	5%	-18%	2%	0%
7	Cc1cc(N2CCCC2)ccc1NC(=O)COc1cccc(C(F)(F)F)c1	16%	-22%	-3%	-1%
8	O=C1c2oc3ccc(F)cc3c(=O)c2C(c2cccc(O)c2)N1CCCN1CCOCC1 (configuration not stated)	-18%	-12%	0%	0%
9	O=C(c1ccncc1)N(c1ccc(N2CCOCC2)cc1)C(c1ccccc1)c1nc2ccccc2[nH]1 (configuration not stated)	6%	-22%	-3%	8%
10	CC(C)CNC(=O)CC(=O)N/N=C/c1ccc(Br)cc1	-17%	i	3%	-16%
11	Cc1cccn2c(=O)c(/C=C3\SC(=S)NC3=O)c(NCCCN3CCOCC3)nc12	-4%	i	3%	8%
12	Cc1ccccc1-c1nc(CS(=O)CC(=O)NCc2ccccn2)c(C)o1 (configuration not stated)	-7%	i	8%	-4%

item	EPAC1 antagonist	EPAC2 agonist	EPAC2 antag	aSyn yeast inh
1	10%	15%	8%	1%
2	-16%	-3%	0%	3%
3	7%	4%	4%	0%
4	0%	-1%	-3%	9%
5	/	/	/	-4%
6	-2%	2%	5%	3%
7	16%	-4%	5%	7%
8	-20%	2%	9%	3%
9	-4%	5%	4%	-1%
10	0%	7%	6%	4%
11	8%	14%	-4%	-7%
12	-9%	-1%	-1%	-6%

Next compounds
item	SMILES	FUS yeast rescue	PTHR1 agonist	EPAC1 ag	TDP-43 yeast inh
13	COc1cccc(NC(=O)c2ccccc2-c2nc(-c3ccc(F)cc3)no2)c1	/	i	-6%	-39%[inhibitor]
14	O=c1[nH]n(-c2ccc(Cl)cc2)c(=O)c(Cl)c1Cl	18%	13%[57.5 µM]	1%	-20%
15	O=C(O)c1c[nH]c2cc(C(F)(F)F)ccc2c1=O	5%	i	-5%	0%
16	O=C(CCSCCc1ccccn1)Nc1cccc([N+](=O)[O-])c1	7%	i	2%	-14%
17	CCCCCCCCC(=O)N/N=C/c1ccccn1	-4%	25%[57.5 µM]	-15%	16%
18	COc1ccc(OC)c(-c2cc(C(=O)Nc3sc4c(c3C#N)CCC(C)C4)c3ccccc3n2)c1 (configuration not stated)	27%	-5%[57.5 µM]	11%	-8%
19	O=C(C1=C[C@H](c2ccc(C(F)(F)F)cc2)C[C@H](OCc2ccc(CO)cc2)O1)N1CCOCC1	35%	-7%	-4%	7%
20	Cc1cc(NC(=O)c2ccccc2)n(-c2nc3ccccc3[nH]2)n1	-48%	-4%	15%	?
21	Cc1ccc(NC(=O)c2ccc(-n3cncn3)c([N+](=O)[O-])c2)cc1	3%	i	3%	13%
22	COC(=O)c1[nH]c2cc(OC)ccc2c1NC(=O)CN1CCC(C(N)=O)CC1	-15%	i	-4%	1%
23	Cc1nn(CC(=O)Nc2c(C)n(C)n(-c3ccccc3)c2=O)c(C)c1[N+](=O)[O-]	22%	i	-1%	7%
24	Cc1cccc(-n2nnc(C(=O)NCc3ccccn3)c2N)c1	-7%	i	0%	12%

item	EPAC1 antagonist	EPAC2 agonist	EPAC2 antag	aSyn yeast inh
13	-15%	1%	-1%	-15%
14	-9%	-10%	2%	-5%
15	17%	-5%	2%	-10%
16	23%	-5%	1%	-7%
17	-10%	-6%	-9%	?
18	-1%	4%	-5%	7%
19	-11%	-1%	6%	9%
20	2%	5%	2%	2%
21	12%	7%	3%	/
22	5%	-5%	7%	-2%
23	3%	10%	3%	4%
24	6%	-2%	0%	-1%

(more compounds)
item	SMILES	FUS yeast rescue	PTHR1 agonist	EPAC1 ag	TDP-43 yeast inh
25	COC(=O)c1ccc(S(=O)(=O)NCc2ccccn2)n1C	2%	-16%	-15%	-5%
26	O=C(O)c1ccc(/C=N/n2c(C3CCCCC3)n[nH]c2=S)cc1	16%	-10%	9%	9%
27	CC(=O)Oc1ccc(NC(=O)CCC2CCCCC2)c(C(=O)O)c1	2%	i	0%	-7%
28	O=C(Nc1cccc(Cl)c1Cl)C1CCCC1	-23%	-11%	-8%	9%
29	CC(C)NC(=O)CN1C(=O)C(=O)c2ccccc21	27%	i	-5%	0%
30	COCCOc1ccc(C(F)(F)F)cc1NC(=O)CN1C(=O)NC2(CCc3ccccc32)C1=O (configuration not stated)	40%	i	-5%	16%
31	COc1ccc(-n2c(C)ccc2-c2ccccc2)cn1	12%	-3%	20%	/
32	COc1ccc(NC(=O)CN(C)C(=O)COc2ccccc2Cc2ccccc2)cc1	37%	-11%	9%	?
33	COc1ccc(C(=O)n2cc(C(=O)c3cc(C)ccc3O)cn2)cc1	/	-22%	2%	3%
34	CN(C)S(=O)(=O)c1ccc(C(=O)OCCc2ccccc2)cc1	-5%	i	-14%	19%
35	COc1cccc(OC)c1CN(C)C(=O)c1cnccc1C(F)(F)F	4%	-4%	-2%	2%
36	O=C(NNC(=O)c1ccc(Cn2cccn2)o1)NC12CC3CC(CC(C3)C1)C2	14%	i	6%	-17%

item	EPAC1 antagonist	EPAC2 agonist	EPAC2 antag	aSyn yeast inh
25	3%	0%	2%	1%
26	5%	4%	8%	-1%
27	13%	-10%	-1%	2%
28	9%	11%	5%	4%
29	12%	-5%	9%	-13%
30	-11%	-5%	-5%	3%
31	-22%	18%	-24%	-2%
32	2%	18%	-24%	?
33	-5%	-5%	0%	1%
34	-6%	2%	1%	-3%
35	17%	9%	4%	1%
36	-4%	3%	-10%	3%

Profiles, looked up by structure. Screens in order: FUS yeast rescue | PTHR1 agonist | EPAC1 ag | TDP-43 yeast inh | EPAC1 antagonist | EPAC2 agonist | EPAC2 antag | aSyn yeast inh
O=C(Nc1cccc(Cl)c1Cl)C1CCCC1 as listed: -23% | -11% | -8% | 9% | 9% | 11% | 5% | 4%
COC(=O)c1ccc(S(=O)(=O)NCc2ccccn2)n1C as listed: 2% | -16% | -15% | -5% | 3% | 0% | 2% | 1%
CC(C)NC(=O)CN1C(=O)C(=O)c2ccccc21 as listed: 27% | i | -5% | 0% | 12% | -5% | 9% | -13%
CN(C)S(=O)(=O)c1ccc(C(=O)OCCc2ccccc2)cc1 as listed: -5% | i | -14% | 19% | -6% | 2% | 1% | -3%
COc1cccc(OC)c1CN(C)C(=O)c1cnccc1C(F)(F)F as listed: 4% | -4% | -2% | 2% | 17% | 9% | 4% | 1%

(continued)
item	SMILES	FUS yeast rescue	PTHR1 agonist	EPAC1 ag	TDP-43 yeast inh
37	N/C(Cc1ccc([N+](=O)[O-])cc1)=N\OC(=O)Cc1ccccc1	-13%	-7%	6%	?
38	O=c1cnnc(N/N=C/c2ccc3c(c2)OCO3)[nH]1	-3%	-18%	-5%	1%
39	CCOC(=O)/C(C#N)=C\c1ccc(N2CCN(C/C=C/c3ccccc3)CC2)cc1	25%	-29%	89µM*	-5%
40	COc1ccc(-c2csc(NC(=O)C3=COCCO3)n2)c(OC)c1	25%	-17%	1%	28%
41	Cc1cc(C[n+]2cc(Br)ccc2N)c2ncccc2c1	0%	i	-4%	-22%
42	Cc1cc(=O)oc2cc(OCC(=O)OCC(=O)N3CCC(C)CC3)ccc12	11%	?	13%	-25%
43	COc1ccc(S(=O)(=O)N2CCCCCC2)cc1C(=O)N(C)CC(=O)Nc1cc(C)ccc1C	12%	-20%	3%	2%
44	O=C(CCSc1nnc2ccccn12)Nc1ccc(F)cc1	30%	i	2%	-5%
45	CCOc1ccc(NC(=O)CN2C(=O)S/C(=C/c3cccn3C)C2=O)cc1	6%	i	1%	-4%
46	Cc1ccc(S(=O)(=O)N2CC(O)C2)cc1	-7%	-15%	-31%[inhibitor]	12%
47	O=C(CN1C(=O)NC(Cc2c[nH]c3ccccc23)C1=O)Nc1ccccc1Br (configuration not stated)	0%	-16%	-6%	-10%
48	CCOC(=O)C1(C)CCN1C(=O)c1cccc(OC(F)(F)F)c1 (configuration not stated)	-3%	i	-14%	18%
49	COc1ccccc1C=NNC(=O)NN=Cc1ccccc1OC	-5%	i	1%	-5%
50	O=C(NC1=NCCS1)c1cccc(NC(=O)c2ccco2)c1	29%	i	3%	1%
51	CCN(CC)CC(=O)Nc1c2c(nc3ccccc13)N(C)CC2	-1%	-9%	-2%	-1%

item	EPAC1 antagonist	EPAC2 agonist	EPAC2 antag	aSyn yeast inh
37	1%	2%	0%	-8%
38	11%	1%	4%	-8%
39	44%[activator]	50µM*	70%[activator]	0%
40	-10%	2%	-16%	1%
41	12%	-2%	4%	-6%
42	-10%	13%	-10%	4%
43	-27%	6%	-2%	4%
44	9%	4%	14%	3%
45	-1%	1%	-27%	4%
46	-6%	3%	3%	-4%
47	9%	14%	1%	-8%
48	3%	-1%	-1%	-2%
49	-2%	4%	-4%	-7%
50	1%	-5%	-4%	0%
51	-26%	5%	3%	0%

Limited to TDP-43 yeast inh, aSyn yeast inh and FUS yeast rescue (2 entries from above):
# | SMILES | TDP-43 yeast inh | aSyn yeast inh | FUS yeast rescue
46 | Cc1ccc(S(=O)(=O)N2CC(O)C2)cc1 | 12% | -4% | -7%
38 | O=c1cnnc(N/N=C/c2ccc3c(c2)OCO3)[nH]1 | 1% | -8% | -3%

Only part of the results is shown; rates above refer to the full screens.
